Source: PubChem
TGFb inhibitor = inhibitors of TGF-b signaling; HepG2 CAGA-GFP TGF-b/SMAD3 reporter, GFP fluorescence, 18 h; TGF-beta stimulated, 500 pg/mL final; 1.2% of 410,000 active; AID 588855; Potency, µM (top dose mostly 46.1 µM), without a hit: top-dose activity, negative = inhibition, usual class: inhibitors; also: potency is read from the fitted curve at half-maximal effect; % is scaled to controls: 0 for no effect and ±100 for the full control effect; nearly all actives have a fitted effect of over 65% in size
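HEPG2 CAGA-GFP cells (1000/well, DMEM with 1% FBS) were pre-incubated 2 h at 37 degrees C, given compound by pin tool, then stimulated with TGF-beta at 500 pg/mL final for 18 h before per-cell GFP fluorescence imaging.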
ATXN2 expr inh = reduces ATXN2 reporter expression in HEK-293 cells. HEK-293 ATXN2-luciferase reporter, luminescence, 24 h. Potency, µM (titrated, usually from 57 µM), for the others: at the top dose activity change, negative = inhibition, actives largely listed as inhibitors. 0.72% of 360,000 active. AID 1745845; also: potency is read from the fitted curve at half-maximal effect; % is scaled to controls: 0 for no effect and ±100 for the full control effect; nearly all actives have a fitted effect of over 55% in size
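ATXN2-luciferase reporter cells (luciferase flanked by upstream and downstream ATXN2 gene portions) were treated 24 h at 37 °C with compounds at up to 57 uM. SteadyGlo luminescence gave expression; GF-AFC fluorescence gave viability.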
IL2 activator = activates IL-2 in a cell-based reporter assay. IL-2 activation reporter assay, cell-based qHTS; stimulated with anti-CD3/CD4/CD28 beads; in transgenic mouse T cells. activation, % (series mostly up to about 46 µM). 0.065% of 360,000 active. AID 652025; in the data active = activation above about 50%; inconclusive = mostly about 30% to 49%; also: 0% is about no effect
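Readout: EGFP and DsRed signals by fluorescent plate cytometry. Unstimulated transgenic mouse T cells received compound 60 min before antibody-bead stimulation, then incubated 18 h at 37 degrees C.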
A549 tox = counter-screen for Nrf2 inhibitors: cytotoxicity in A549 cells. A549 ARE-Fluc cells, CellTiter-Fluor viability, 18-24 h. Potency, µM (series often up to 46 µM), without a hit: at the highest dose activity change, negative = cytotoxicity, most hits filed as inhibitors. 0.16% of 390,000 active; also: potency is read from the fitted curve at half-maximal effect; % is scaled to controls: 0 for no effect and ±100 for the full control effect
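A549 ARE_Fluc cells in 5% FBS OPTI-MEM were exposed to compounds in concentration-response for 18-24 h at 37 deg C. Viability was read by CellTiter-Fluor fluorescence (Ex 405/Em 525) after 30 min, before the luciferase read.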
Nrf2 block = blocks Nrf2 signaling; A549 ARE-Fluc reporter, luciferase luminescence, 18-24 h; Potency, µM (titrated, usually from 46 µM), for inactives: top-dose activity change, negative = inhibition, hits mostly inhibitors; 2.1% of 360,000 active; AID 504444; also: potency is read from the fitted curve at half-maximal effect; % is scaled to controls: 0 for no effect and ±100 for the full control effect; nearly all actives have a fitted effect of over 60% in size
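Nrf2 function is reported as luminescence of an ARE-controlled luciferase in A549 cells. Compounds were tested at several concentrations, and a CellTiter-Fluor read on the same wells flagged cytotoxicity.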
EPAC2 agonist = activates human EPAC2 exchange factor | EPAC2 activation, biochemical qHTS; response scale: 100% = 6.5 mM cAMP response | Potency, µM (doses to about 154 µM), inactives show at the highest dose activation, usual class: activators | 0.079% of 360,000 active | AID 720711; also: potency is read from the fitted curve at half-maximal effect; nearly all actives have a fitted effect of over 50% in size
Target sequence (Q8WZA2 whole entry, looked up): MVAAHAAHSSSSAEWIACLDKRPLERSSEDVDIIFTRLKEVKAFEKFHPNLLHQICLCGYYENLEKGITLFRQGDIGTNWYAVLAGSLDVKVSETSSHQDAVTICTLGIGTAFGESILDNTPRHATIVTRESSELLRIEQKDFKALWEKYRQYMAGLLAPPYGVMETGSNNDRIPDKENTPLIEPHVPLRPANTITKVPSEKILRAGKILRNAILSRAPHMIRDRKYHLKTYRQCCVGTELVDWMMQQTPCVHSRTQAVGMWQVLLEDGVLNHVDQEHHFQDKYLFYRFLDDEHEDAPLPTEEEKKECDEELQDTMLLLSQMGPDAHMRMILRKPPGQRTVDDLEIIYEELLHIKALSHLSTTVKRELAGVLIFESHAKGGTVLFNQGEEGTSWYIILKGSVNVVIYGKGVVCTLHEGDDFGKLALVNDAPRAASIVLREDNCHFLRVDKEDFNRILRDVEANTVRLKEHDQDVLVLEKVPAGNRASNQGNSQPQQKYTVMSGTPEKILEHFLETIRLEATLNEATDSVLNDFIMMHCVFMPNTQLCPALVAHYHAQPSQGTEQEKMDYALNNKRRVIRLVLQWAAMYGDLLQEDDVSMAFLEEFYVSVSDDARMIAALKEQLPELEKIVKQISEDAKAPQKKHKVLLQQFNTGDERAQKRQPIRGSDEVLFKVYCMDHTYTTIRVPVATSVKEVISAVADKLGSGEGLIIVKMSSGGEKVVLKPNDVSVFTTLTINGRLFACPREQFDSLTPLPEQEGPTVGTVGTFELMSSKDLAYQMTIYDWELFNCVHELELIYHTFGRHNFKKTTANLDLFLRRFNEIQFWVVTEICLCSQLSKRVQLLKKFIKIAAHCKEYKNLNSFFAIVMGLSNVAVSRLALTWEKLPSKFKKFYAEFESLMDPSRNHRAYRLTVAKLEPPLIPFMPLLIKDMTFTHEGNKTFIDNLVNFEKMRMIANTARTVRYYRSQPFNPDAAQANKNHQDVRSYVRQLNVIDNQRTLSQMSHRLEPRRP
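Readout is BODIPY fluorescence (480 nm excitation, 540 nm emission), which falls as labeled GDP is exchanged off Rap1B. EPAC2 at 100 nM acted on 250 nM RAP1B-BODIPY-GDP with 50 uM GDP present.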
Nrf2 ARE act = Nrf2 pathway activation; AREc32 ARE-luciferase reporter (MCF7-derived line), luminescence, 24 h; Potency, µM (titrated, usually from 46.1 µM), without a hit: top-dose activation, hits mostly activators; 0.31% of 410,000 active; also: potency is read from the fitted curve at half-maximal effect; % of control where 0% means no effect; nearly all actives have a fitted effect of over 65% in size
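Steps: seed AREc32_Fluc cells (1000/well, 5% FBS OPTI-MEM); incubate overnight at 37 deg C; add 23 nL compound; incubate 24 hr; add Steady-Glo; hold 30 min RT; read luminescence.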
ATXN viability = viability counter-screen for ATXN expression inhibitors. S2 cells (HEK-293 line with an ATXN2-luciferase reporter) viability, CellTiter-Fluor protease fluorescence, 24 h. Potency, µM (doses to about 56.7 µM), actives largely listed as cytotoxic. 0.49% of 400,000 active. AID 651635; also: potency is read from the fitted curve at half-maximal effect; nearly all actives have a fitted effect of over 40% in size
HepG2 tox = kills HepG2 cells in TGF-b inhibitor counter-screen | HepG2 CAGA-GFP viability, ATP luminescence, 18 h | 0.76% of 410,000 active | Potency, µM (highest dose often 46.1 µM), for inactives: top-dose activity change, negative = cytotoxicity, usual class: cytotoxic; also: potency is read from the fitted curve at half-maximal effect; some results filed as inactive show a strong effect at the top dose
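CellTiter-Glo luminescence gave cytotoxicity after 18 hours at 37 degrees C. The cells were HepG2 CAGA-GFP in 1% FBS DMEM, stimulated with 500 pg/mL TGF-beta after compound addition. %Activity was normalised to no-cell wells (complete cell-killing) and DMSO (no toxicity), and curves were fitted and classified.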
Starred values were filed as active, the others as inactive; i = inactive; ? = inconclusive; . = no result given; [ ] = dose if it differs, or a comment. Unless noted, calls follow the shape of the dose curve; as a rule, active = well fitted curve in the direction sought with a large enough effect; inconclusive = small, poorly fitted or top-dose-only effect, or another doubt; inactive = no such curve, though single readings can be large; an effect the other way counts as inactive or inconclusive.

structure | TGFb inhibitor | ATXN2 expr inh | IL2 activator | A549 tox | Nrf2 block | EPAC2 agonist | Nrf2 ARE act | ATXN viability | HepG2 tox
CCOC(=O)c1cnc(N)nc1-c1ccccc1 | -5% | 2% | -3.1 | 0% | -5% | -7% | 0.3% | i | 15%
O=C(COc1ccccc1O)NNc1ccccc1 | -1% | -20%[11.3 µM] | -2.6 | -6% | -7% | 6% | 2.3% | i | 2%
O=C(CN1CCOc2ccccc21)N1CCN(c2cccc(Cl)c2)CC1 | 11% | ? | -4.3 | 5% | -24% | 14% | 0.8% | ? | 1%
CC1C(C#N)=C(N)OC2=C1C(=O)CC(c1ccccc1)C2 (stereo not drawn) | -6% | -8% | -2.9 | -4% | -10% | -3% | 2.8% | i | -7%
O=C(Nc1ccc2c(c1)OCCO2)C(c1cc2ccccc2o1)N1CCN(C/C=C/c2ccccc2)CC1 (stereo not drawn) | ? | 15% | 0.6 | . | . | 5% | 9.7% | ? | -20%
C[C@H](NC(=O)COc1ccccc1)C(=O)OCC(=O)c1cc2ccccc2o1 | -3% | 9% | 0.7 | 7% | ? | 4% | 5.2% | i | -4%
CC1CC(=O)Nc2ccccc2N1C(=O)COc1ccc2cc(Br)ccc2c1 (stereo not drawn) | -15% | 3% | -0.3 | ? | ? | 11% | 7.2% | i | -9%
CN(Cc1ccccc1)C(=O)c1cccc(NC(=O)Cc2ccc(NC(=O)C3CCCN(C(=O)C4CCCCC4)C3)cc2)c1 (stereo not drawn) | ? | -13% | 0.3 | -10% | ? | 8% | 4.5% | ? | -1%
CC(=O)Nc1cc(-c2nn3c(C)nnc3s2)ccc1C | 5% | 8% | -0.9 | 6% | 12% | 6% | 0.7% | i | 3%
Cc1ccc(Cl)cc1-n1ncc2c(NC3CCCCC3)ncnc21 | ? | ? | . | -20% | . | . | 0.1% | ? | -21%

structure | TGFb inhibitor | ATXN2 expr inh | IL2 activator | A549 tox | Nrf2 block | EPAC2 agonist | Nrf2 ARE act | ATXN viability | HepG2 tox
CCOC(=O)C1(Cc2cccc(OC)c2)CCN(Cc2cnc(N)nc2)CC1 | 11% | -16% | -1.6 | 0% | 8% | 9% | 0.3% | i | 1%
Cc1ccc(C2CC(=O)Nc3cc4c(cc32)OCCO4)cc1 (stereo not drawn) | 3% | -10% | . | -2% | ? | . | -0.4% | . | -23%
O=C(NCc1ccc(F)cc1)C1CCCN(C(=O)Nc2ccccc2)C1 (stereo not drawn) | 0% | -14% | -0.3 | -1% | 5% | 4% | -0.9% | i | -21%
Cc1cc(C)c(S(=O)(=O)c2cccc(Br)c2C)c(=O)[nH]1 | 17% | 2% | -4.0 | 4% | ? | 6% | -0.2% | i | -7%
COc1ccc(C)cc1NC(=O)c1nnn(CC(=O)Nc2c(C)cccc2C)c1N | 1% | . | . | -1% | -22% | . | -1.2% | . | -3%
CC(C)(CN1CCc2ccccc2C1)NS(=O)(=O)c1ccccc1 | -4% | -13% | -3.1 | 3% | -3% | 0% | -0.3% | i | -5%
CC(=O)O[C@@H]1[C@@H](O)CN[C@@H]1Cc1ccccc1 | ? | . | . | ? | 0.23µM* | . | . | . | -18%
C[C@@H]1CN([C@H](C)CO)C(=O)CCCn2cc(nn2)CO[C@H]1CN(C)C(=O)CCC(F)(F)F | 1% | -8% | -1.9 | . | . | 15% | 0.0% | i | -3%
O=C(Nc1cc(Cl)ccc1F)C1=COCCO1 | 8% | 9% | 0.1 | 0% | 9% | -1% | 0.9% | i | 7%
COc1ccc(C(=O)NCc2ccc(C)cc2)cc1S(=O)(=O)N1CCOCC1 | -3% | . | -1.2 | . | . | 9% | 3.4% | i | -1%

structure | TGFb inhibitor | ATXN2 expr inh | IL2 activator | A549 tox | Nrf2 block | EPAC2 agonist | Nrf2 ARE act | ATXN viability | HepG2 tox
CCOc1ccc(NC(=O)Cn2c(=O)n(CC(=O)NCCc3ccccc3)c(=O)c3sccc32)cc1 | -22% | . | . | -8% | ? | . | 0.5% | . | -1%
Cc1nn(CC(=O)NCCc2ccccc2)c(=O)c2cc3occc3n12 | -2% | 4% | -1.8 | -3% | 1% | 6% | -0.7% | i | 1%
CC(C)C(=O)N1CCC1(C)C(=O)NCc1ccc(F)cc1Cl (stereo not drawn) | -12% | 4% | 1.4 | . | . | 17% | -0.7% | i | -6%
O=C(CN(C(=O)CCC(=O)Nc1nccs1)c1ccccc1F)NCc1ccccc1 | -13% | -8% | -3.5 | -4% | -15% | 5% | 2.5% | i | -3%
O=C(CN(CCc1ccccc1)S(=O)(=O)c1ccc(Cl)cc1)N/N=C/c1ccc2c(c1)OCO2 | ? | -39% | 0.6 | -3% | -8% | 10% | -1.0% | ? | 7%
CCCCCCNC(=O)Cc1c(O)c2ccccc2[nH]c1=O | -5% | -4% | -0.8 | -2% | -9% | -4% | -0.3% | i | -9%
COc1ccc(C(c2nnnn2C2CCCCC2)N2CCN(C/C=C/c3ccccc3)CC2)cc1 (stereo not drawn) | ? | ? | -0.7 | . | . | 21% | 0.6% | ? | 7%
COC(=O)c1ccc(C(c2c(C)n(C)n(-c3ccccc3)c2=O)c2c(C)n(C)n(-c3ccccc3)c2=O)cc1 | 20% | -4% | 0.1 | 0% | ? | 5% | 0.1% | i | 15%
O=C(NCc1ccccc1)c1ccccc1CO | -1% | 2% | 0.6 | 2% | -6% | 14% | -0.2% | i | 5%
CCc1ccc2[nH]c(=O)c(CN(Cc3ccccc3)Cc3nnnn3Cc3ccco3)cc2c1 | -13% | -10% | 0.0 | ? | ? | 10% | 12% | ? | -33%

Sorted by value in TGFb inhibitor (rising): 3 of the compounds above
SMILES	TGFb inhibitor	IL2 activator	EPAC2 agonist
CCOc1ccc(NC(=O)Cn2c(=O)n(CC(=O)NCCc3ccccc3)c(=O)c3sccc32)cc1	-22%	.	.
Cc1nn(CC(=O)NCCc2ccccc2)c(=O)c2cc3occc3n12	-2%	-1.8	6%
COC(=O)c1ccc(C(c2c(C)n(C)n(-c3ccccc3)c2=O)c2c(C)n(C)n(-c3ccccc3)c2=O)cc1	20%	0.1	5%

New compounds follow
Values run as follows: TGFb inhibitor | ATXN2 expr inh | IL2 activator | A549 tox | Nrf2 block | EPAC2 agonist | Nrf2 ARE act | ATXN viability | HepG2 tox
COCCNC(=O)C1(C)CCN(C(=O)c2sccc2C)C1 (stereo not drawn)
    19% | 7% | 0.1 | . | . | 15% | 0.3% | i | -5%
O=C(CC(c1ccccc1)c1ccccc1)NCc1cccnc1
    2% | -5% | -3.9 | 0% | ? | 4% | 0.1% | i | 3%
COc1cc2c(oc(=O)c3cc(C)cc(OC)c32)c2c(C3OC(C)C(O)C(C)(O)C3O)ccc(O)c12 (stereo not drawn)
    7.1µM* | 0% | -6.0 | 5.8µM* | 1.3µM* | -5% | -2.0% | ? | 2%
COC(=O)C1=C(\O)CCCC/C=C\1C(=O)O
    14% | 13% | -2.0 | -14% | 15% | 12% | 2.2% | i | 2.8µM*
Cc1ccc(NC(=O)C2CCCN(S(=O)(=O)c3cccc4cccnc34)C2)c(Br)c1 (stereo not drawn)
    -22% | . | . | 0% | . | . | 0.0% | . | -28%
CC(=O)Oc1ccc(C(=O)Nc2nnc(C)s2)cc1
    2% | 36%[activator] | -0.2 | -3% | 23% | 2% | 0.6% | ? | -2%
COc1cccc(/C=N/NC(=O)c2[nH]nc3c2CCc2ccccc2-3)c1
    -11% | -10% | -2.1 | -18% | -15% | 3% | 0.5% | i | -29%
CCOc1cc(-c2nc(-c3ccc(C)nc3OC)no2)cc(OCC)c1OCC
    ? | -5% | 7.9 | 7% | 7% | -9% | -0.1% | ? | -4%
CCOC(=O)c1sc(NNC(=O)c2ccc(F)cc2)nc1C
    19% | -17% | 1.8 | 4% | ? | 5% | -0.5% | i | -12%
NC(=O)[C@@H]1CCOc2c(I)cc([N+](=O)[O-])cc2C(=O)N[C@@H](CO)C(=O)NCC(=O)N1
    -1% | -6% | 0.0 | -17% | -8% | 6% | 0.1% | i | 3%
COc1cc(C(c2c(C)[nH][nH]c2=O)c2c(C)[nH][nH]c2=O)ccc1OC(=O)c1ccccc1OC
    2% | . | . | -1% | 5% | . | 3.9% | . | 3%
O=C1CCCCC1Nc1ccc2ccccc2c1 (stereo not drawn)
    -4% | 79%[activator] | -0.6 | ? | 18µM* | 3% | 5.1% | i | -3%
COc1ccc(C(=O)Nc2cccc(C)c2)cc1
    0% | . | -0.4 | -4% | -3% | 6% | -0.9% | . | 12%
CCCOc1ccc(C(=O)Nc2ccc(S(=O)(=O)Nc3onc(C)c3C)cc2)cc1
    -1% | 2% | -0.4 | 3% | ? | 7% | 1.2% | i | -4%
CCC1(C(=O)NC(=Nc2ccccc2)Nc2ccccc2)CCOC1=O (stereo not drawn)
    -10% | 1% | 0.3 | 0% | 8% | 10% | -0.3% | i | 6%

Values run as follows: TGFb inhibitor | ATXN2 expr inh | IL2 activator | A549 tox | Nrf2 block | EPAC2 agonist | Nrf2 ARE act | ATXN viability | HepG2 tox
C/C(=N\Nc1cc(N2CCOCC2)ncn1)c1cccc([N+](=O)[O-])c1
    -14% | . | 2.1 | 17% | ? | -1% | 23% | i | -20%
CC1CCC(C(=O)NC(C(=O)OCC(=O)c2ccc(Br)cc2)C(C)C)CC1 (stereo not drawn)
    ? | -28% | . | 0% | ? | . | 0.3% | i | -27%
Cc1cc(NC(=O)Nc2ccc(OCc3ccccc3)cc2)n(C)n1
    -20% | -7% | 1.9 | 1% | -14% | 4% | -0.4% | . | -1%
COc1cc(C(=O)N2CCN(CC(O)COc3ccccc3)CC2)cc(OC)c1OC (stereo not drawn)
    ? | 0% | -0.1 | -16% | 0% | 6% | 2.1% | i | 15%
COCCN(CCOC)S(=O)(=O)c1ccc(C(=O)Nc2nnc(CSC)o2)cc1
    -4% | -3% | -3.4 | 6% | -4% | 9% | -0.5% | i | 1%
